Bioassay records from PubChem BioAssay.
RAM network inh: inhibitors of the yeast RAM network; 190,000 tested, 1.8% active; inhibition, % at 50 µM; S. cerevisiae dse1pr::URA3 reporter, 5-FOA growth OD615, 2 d; analog-sensitive cbk1-as2 kinase mutant strain;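 active = inhibition above a set limit, 3 SD over mean compound inhibition, cut at about 8.4% in these data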;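 note: 0% = DMSO-only wells with no growth and 100% = 10 µM 1-NA-PP1 full growth; inhibition rescues growth on 5-FOA so higher OD means more RAM inhibition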
Redox H2O2 prof: compounds producing H2O2 with reducing agent – biochemical, NIH compound library profiling, artefact control for MLSCN library redox annotation, primary screen; DTT-dependent redox cycling H2O2, phenol red/HRP absorbance; 100% = 100 µM peroxide control, 0% = buffer; activation, % at 10 µM; 200,000 tested, 0.03% active; AID 878;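 active = activation of at least 50% relative to the plate's high and low controls in the primary single-dose screen; inactive = activation below 50%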;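 note: compound incubated with DTT at 0.8 mM final as the reducing agent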
G6PDH counter: inhibits Leuconostoc G6PDH, flagging false hits in G6PDH-based assays | Purified L. mesenteroides G6PDH, diaphorase/resazurin coupled fluorescence, 45 min | inhibition, % at 5 µM | 200,000 tested, 0.12% active | AID 1020
S1P3 antag: blocks the human S1P3 receptor; 170,000 tested, 0.27% active; CHO S1P3 NFAT-BLA reporter, FRET fluorescence, antagonist mode; inhibition, % at 4.98 µM; Q99500;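 active = inhibition above the plate cutoff, the mean inhibition of test wells on that plate plus 3 SD, cut at about 28% in these data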;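 note: cells challenged with S1P at its EC80 of 0.8 µM; blue over green emission ratio from cleaved BLA substrate after 4 h stimulation; 0% = S1P-stimulated wells and 100% = unstimulated DMSO-only wells; some compounds past the cut are filed as inactive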
Diaphorase inh: inhibits diaphorase or chemically oxidizes, flagging diaphorase assay artifacts. AID 1217. inhibition, % at 20 µM. 190,000 tested, 0.69% active. diaphorase resazurin-to-resorufin fluorescence, NADH, 16 min; bacterial (C. kluyveri) enzyme, not human;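 active = primary screen inhibition at 20 µM above a set limit, cut at about 50% in these data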;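 note: plate controls were DMSO with full reaction for no effect and wells lacking NADH for full effect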
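Assay system: diaphorase enzyme from Clostridium kluyveri. Quantity: enzyme working solution with 0.14 U/mL diaphorase. Schedule: reaction incubation of 16 min at room temperature. Technique: resorufin fluorescence, excitation 544 nm, emission 590 nm. Controls: No-NADH positive control and DMSO neutral control.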
Lmaj promast: Leishmania major promastigote growth inhibition; Leishmania major promastigotes, resazurin fluorescence viability; inhibition, % at 10 µM; 200,000 tested, 9% active;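 note: promastigotes grown with compound for 44 hours at 28 °C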
PMI activator: activators of human phosphomannose isomerase. 190,000 tested, 0.005% active. purified human PMI, coupled resazurin fluorescence, 20 min; active compounds read high; 1 = vehicle control, 0 substrate-free wells. activation factor at 20 µM. P34949;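 active = activation factor of 2 or more at 20 µM, relative to plate controls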
TLR4-MyD88 BLA: blocks binding of human TLR4 to MyD88. O00206+Q99836. HeLa CL3-4 TLR4/MyD88 BLA complementation, FRET ratio. inhibition, % at 8.4 µM. 200,000 tested, 0.18% active; in the data active = inhibition above about 25%;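 note: 0% = vehicle and 100% = reference inhibitor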
Target sequence (O00206 whole entry, looked up): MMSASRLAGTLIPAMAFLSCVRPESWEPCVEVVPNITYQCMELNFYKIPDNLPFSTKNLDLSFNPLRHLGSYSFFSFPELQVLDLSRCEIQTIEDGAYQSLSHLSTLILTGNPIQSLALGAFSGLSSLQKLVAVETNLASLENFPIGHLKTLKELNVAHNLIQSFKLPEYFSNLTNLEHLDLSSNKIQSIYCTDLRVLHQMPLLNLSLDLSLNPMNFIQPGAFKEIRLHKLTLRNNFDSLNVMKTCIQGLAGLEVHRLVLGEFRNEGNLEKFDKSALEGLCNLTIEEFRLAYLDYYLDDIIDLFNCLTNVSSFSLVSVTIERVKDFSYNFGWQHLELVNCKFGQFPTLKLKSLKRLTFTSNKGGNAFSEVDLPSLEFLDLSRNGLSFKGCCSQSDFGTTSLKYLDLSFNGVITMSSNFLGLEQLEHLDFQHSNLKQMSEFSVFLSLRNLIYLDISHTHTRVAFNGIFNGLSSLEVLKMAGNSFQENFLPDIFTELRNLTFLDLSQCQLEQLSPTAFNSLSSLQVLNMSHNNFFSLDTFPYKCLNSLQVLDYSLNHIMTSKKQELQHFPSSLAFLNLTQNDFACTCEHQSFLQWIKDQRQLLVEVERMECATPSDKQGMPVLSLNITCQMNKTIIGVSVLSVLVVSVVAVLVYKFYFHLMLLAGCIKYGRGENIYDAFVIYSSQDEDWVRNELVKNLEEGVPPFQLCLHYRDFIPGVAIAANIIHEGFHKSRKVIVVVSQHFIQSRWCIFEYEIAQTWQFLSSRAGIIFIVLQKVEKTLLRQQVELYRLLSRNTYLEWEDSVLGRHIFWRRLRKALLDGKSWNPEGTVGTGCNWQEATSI
Target sequence (Q99836 whole entry, looked up): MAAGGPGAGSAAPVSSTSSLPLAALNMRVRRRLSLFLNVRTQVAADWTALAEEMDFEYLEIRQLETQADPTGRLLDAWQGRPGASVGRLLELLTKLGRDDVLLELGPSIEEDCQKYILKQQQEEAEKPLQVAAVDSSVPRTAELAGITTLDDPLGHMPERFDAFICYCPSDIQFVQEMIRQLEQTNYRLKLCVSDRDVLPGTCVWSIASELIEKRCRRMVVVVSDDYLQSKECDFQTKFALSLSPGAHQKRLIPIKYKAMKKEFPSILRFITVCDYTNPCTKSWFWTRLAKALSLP
Hsp70 activator: Hsp70 transcriptional activation, primary screen; 200,000 tested, 0.04% active; AID 1203; activation, % at 10 µM; HeLa Hsp70 promoter luciferase reporter, luminescence; scaled: vehicle 0, proteasome-inhibitor control 100%;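 active = activation above the mean across all tested compounds plus 3 SD, cutoff set per campaign, cut at about 5.5% in these data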;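 note: 100% = MG132 at 30 µM as the positive control and 0% = DMSO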
PMI act hi M6P: PMI (human) activation, high substrate; P34949; coupled PMI enzyme assay, resazurin fluorescence, 20 min; active compounds read high; 1 = untreated enzyme, 0 = substrate-free blank; activation factor at 20 µM; 190,000 tested, 0.34% active; AID 1216;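 active = activation factor of 2 or more at 20 µM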
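Test system – human PMI in coupled enzyme assay · Timing – 20 min incubation at room temperature · Detection – Diaphorase-driven resazurin-to-resorufin fluorescence, excitation 544, emission 590 nm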
Diaphorase act: diaphorase activation or chemical reduction counter-screen; Diaphorase/resazurin coupled assay, resorufin fluorescence, 16 min; active compounds read high; 1 = vehicle wells, 0 = NADH-free wells; activation factor at 20 µM; 190,000 tested, 0.005% active; AID 1229;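 active = diaphorase activity raised at least twofold by the compound at 20 µM; inactive = activation factor below 2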
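test system = bacterial diaphorase enzyme (C. kluyveri) | quantity = enzyme 0.07 U/mL final | reagent = NADH substrate 0.114 mM plus resazurin dye 0.1 mM, final | incubation = 16 min enzyme reaction, ambient temperature | buffer or medium = HEPES pH 7.4 buffer with MgCl2 and Tween 20 | signal = fluorescence of resorufin, 544 nm excitation, 590 nm emission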
An asterisk follows results filed as active; / = no result given. Cut-off read from the data, not from the text of the source, unless noted: active = inhibition above about 50%; inactive = the rest. Some of the compounds tested; count on the stated rates, not on these rows.

SMILES	RAM network inh	Redox H2O2 prof	G6PDH counter	S1P3 antag	Diaphorase inh	Lmaj promast	PMI activator	TLR4-MyD88 BLA	Hsp70 activator	PMI act hi M6P	Diaphorase act
Cc1c(N=Cc2c(O)n(CCc3ccccc3)c(=O)[nH]c2=O)c(=O)n(-c2ccccc2)n1C	3.7	1.5	-36.1	/	19.1	-10.8	0.8	11.3	-0.3	0.9	0.8
CN(C)C(=S)SSC(=S)N(C)C	-2.1	-0.2	5.3	-13.9	22.6	100.6*	0.6	1.4	-0.2	1.2	0.8
N=C1c2ccccc2CN1NC(=O)c1ccc(Cl)cc1	-0.5	-3.5	2.6	/	12.8	1.6	1	7.0	0.2	1	0.9
CCOC(=O)C1(CCc2ccccc2)CCN(Cc2ccc3c(c2)OCCO3)CC1	-0.3	-0.8	18.2	4.4	18.7	84.3*	0.7	14.8	-0.2	0.9	0.8
O=C1NC(=O)N(Cc2ccccc2Cl)C(=O)/C1=C/N1CCOCC1	4.6	-2.8	-1.6	-44.4	15.1	-5.6	1	3.5	-0.3	1.2	0.8
Brc1ccc2c(c1)C(OC1CN3CCC1CC3)c1ccccc1CS2 (configuration not stated)	0.0	1.7	6.0	7.2	14.0	100.3*	1	2.6	-0.3	1	0.9
CCCC12CN3CN(C1)CC(CCC)(C3)C2O (configuration not stated)	1.4	-1.1	6.2	/	8.9	0.6	1.1	-8.0	-0.3	1	0.9
Cc1cc(S(=O)(=O)NC(C)C)ccc1OCC(=O)N1CCN(Cc2ccc3c(c2)OCO3)CC1	-0.7	-2.0	4.3	-7.8	6.3	96.0*	1	-1.9	-0.1	1	0.9
Cc1[nH]c2ccccc2c1C(=O)C(=O)N1CC2CC(C1)c1cccc(=O)n1C2 (configuration not stated)	3.4	-0.8	-3.0	9.4	7.7	-4.4	1	-3.1	-0.2	1	0.9
CCCCc1ncc(CN2CCCC(C(=O)c3ccc(SC)cc3)C2)[nH]1 (configuration not stated)	0.9	0.3	7.1	11.5	-1.3	2.1	1	1.9	-0.3	1	1
Cc1ccc(CN2C(=O)NC(=O)C3(Cc4c(nc5ccccn5c4=O)N4CCCCCC43)C2=O)cc1 (configuration not stated)	4.1	1.8	-0.5	-2.0	12.0	84.5*	0.9	-0.2	-0.1	1	0.9
CCc1ccccc1NC(=O)CNCc1ccccc1	0.5	0.3	9.7	0.8	12.0	-3.0	1	-10.2	-0.2	1	0.9
Cc1ccc(-n2c(O)c(/C=N/N3CCOCC3)c(=O)[nH]c2=S)cc1	2.2	0.0	27.9	-6.5	25.2	-5.4	0.6	-7.5	-0.4	0.7	0.7
Cn1c(C(=O)N2CCC3(CC2)OCCO3)cc2c(=O)n(C)c3ccccc3c21	2.0	3.0	-17.7	8.2	31.0	-0.5	0.8	-5.9	-0.4	0.8	0.7
COc1cc(OC)c2c(c1)OCC1CON(C)C21 (configuration not stated)	-0.3	-0.2	8.6	-13.1	9.2	-4.2	1.1	13.1	-0.1	1	0.9
COc1cc2c(cc1C=O)OCO2	-0.1	0.6	22.9	-26.7	2.4	-4.0	0.9	-8.2	-0.5	1	1
COc1ccc(CCn2c(O)c(/C=N/N3CCCCC3)c(=O)[nH]c2=O)cc1OC	0.8	0.2	7.4	-7.9	4.6	0.9	0.9	6.0	-0.4	0.9	1
O=C(c1c[nH]c2ccc(S(=O)(=O)N3CCOCC3)cc2c1=O)N1CCC2(CC1)OCCO2	-0.4	-0.2	6.4	-6.1	-4.3	-4.0	1.1	7.5	-0.1	1.1	1
COc1cccc(N=Cc2c(O)n(Cc3ccco3)c(=O)[nH]c2=O)c1	5.5	-0.4	12.9	-12.9	13.4	1.5	1.1	-7.8	-0.2	1	0.9
COC(=O)c1ccc(NC(=O)CSc2nc3ccc(N4C(=O)C5C6C=CC(C6)C5C4=O)cc3s2)cc1 (configuration not stated)	7.2	0.5	6.2	7.9	15.7	5.7	0.9	8.1	-0.2	1	0.8
CCOc1ccc(C(=O)OC2CC3CCC(C2)N3C)cc1 (configuration not stated)	-1.3	0.8	9.2	9.9	-11.5	72.4*	1	14.5	-0.4	1	1.1
COc1ccccc1N1CCN(C(CNC(=O)Oc2ccccc2)c2cccnc2)CC1 (configuration not stated)	-0.4	-0.2	11.3	13.7	12.6	90.8*	0.9	3.1	-0.2	0.9	0.9
O=c1c2ccccc2nc(CSc2ncnc3nc[nH]c23)n1-c1ccccc1Cl	10.2*	0.9	3.8	/	8.1	19.1	1.1	-9.0	-0.1	1.1	0.9
CCc1c(C)nc(N)nc1N1N=C1SCC(=O)OC	0.9	0.2	5.8	-4.4	77.4*	-4.0	1	-7.0	-0.6	1	0.2
CC(=O)OC(C)(C)/C=C/C(=O)[C@](C)(O)[C@H]1[C@H](O)C[C@@]2(C)[C@@H]3CC=C4[C@H](C[C@H](O)C(=O)C4(C)C)[C@]3(C)C(=O)C[C@]12C	1.3	0.7	19.2	73.8*	1.5	52.1*	1.1	11.6	-0.4	1	1
The results go on:
SMILES	RAM network inh	Redox H2O2 prof	G6PDH counter	S1P3 antag	Diaphorase inh	Lmaj promast	PMI activator	TLR4-MyD88 BLA	Hsp70 activator	PMI act hi M6P	Diaphorase act
O=C1/C(=C/c2cccc([N+](=O)[O-])c2)N2CCC1CC2	0.7	-0.5	13.3	1.8	-1.7	32.9	1	-3.9	0.1	1.1	1
O=C(COc1ccccc1)Nc1ccc(Cl)cc1C(=O)c1ccccc1	5.7	-0.5	-18.6	6.1	16.4	39.3	0.9	4.2	0.1	0.9	0.8
CN(C)c1ccc(NC(=O)CN2C(=O)CN=C(c3ccccc3)c3cc(Cl)ccc32)cc1	0.9	-0.9	6.8	/	12.0	33.6	1.2	-2.9	-0.1	0.8	0.9
N[C@@H](Cc1cc(Br)c(O)c(Br)c1)C(=O)O	0.4	-0.4	11.8	0.1	-3.0	7.4	1.1	-10.5	-0.5	1	1
CC[N+](CC)(CC#CCO)CC#Cc1ccccc1	0.2	-0.3	7.4	-1.8	-13.4	-8.4	1.2	-4.7	0.0	1.1	1.1
O=c1[nH]c(=O)n(CCc2ccc(F)cc2)c(O)c1C=NCCCn1ccnc1	2.4	-2.5	-5.1	-18.9	11.0	0.9	0.9	-9.9	0.2	0.9	0.9
CC1CN(CCc2ccccc2)CC(C)O1 (configuration not stated)	1.2	1.2	8.2	/	-17.6	7.3	1.2	-9.8	0.1	1.2	1.2
CC1=C(C(=O)OC(C)C)[C@]2(C(=O)N(CC(N)=O)c3ccccc32)C(C#N)=C(N)O1	3.5	1.2	10.7	/	3.1	-1.5	1.1	12.9	0.2	1.1	1
CC(Cc1ccccc1)NCc1ccccc1O (configuration not stated)	1.9	-0.8	3.5	-18.3	3.1	30.4	1.1	0.2	0.0	1.1	1
COc1ccc(S(=O)(=O)NC(CC(=O)N2CCC3(CC2)OCCO3)C(C)C)cc1 (configuration not stated)	-0.3	0.1	-1.1	/	14.6	-4.2	1	3.7	-0.2	1	0.9
C=C1CC[C@@]2(O)[C@H]3Cc4ccc(O)c5c4[C@@]2(CCN3CC2CC2)[C@H]1O5	0.8	0.3	14.4	10.6	13.9	3.4	0.9	4.1	-0.1	1	0.9
COc1cc(C(=O)Nc2ccc(Br)cc2C(=O)c2ccccc2Cl)cc(OC)c1OC	4.9	1.8	-17.8	-6.4	12.9	50.9*	0.8	-4.2	-0.2	0.9	0.9
Cc1ccc(/C=C2/C(=O)NC(=O)N(CCc3ccc(F)cc3)C2=O)o1	3.4	0.7	9.1	/	11.4	-4.8	1	13.9	0.2	1.1	0.9
CC1C(c2cccs2)=[N+]([O-])C(C)(C(=O)c2cccs2)N1O (configuration not stated)	1.3	-0.7	3.3	-4.0	9.5	-5.8	1	-10.1	-0.3	1	0.9
COCCCNC(=O)c1c(NC(=O)c2ccccc2Cl)n(Cc2ccccc2)c2nc3ccccc3nc12	4.0	0.4	-31.7	/	17.9	-3.5	0.8	-9.9	-0.3	0.9	0.8
Cc1ccnc(-n2c(C)nc3ccccc3c2=O)c1	0.3	-2.4	1.8	-21.8	9.6	-4.9	0.9	15.3	-0.1	1	0.9
Nc1c2c(nc3sc4c(c13)CCCC4)CCCCC2	0.3	2.6	-8.5	/	-0.2	77.0*	0.8	-10.0	0.2	0.8	1

Structures from the list above that contain a Cl atom (seven):
SMILES	RAM network inh	Redox H2O2 prof	G6PDH counter	S1P3 antag	Diaphorase inh	Lmaj promast	PMI activator	TLR4-MyD88 BLA	Hsp70 activator	PMI act hi M6P	Diaphorase act
N=C1c2ccccc2CN1NC(=O)c1ccc(Cl)cc1	-0.5	-3.5	2.6	/	12.8	1.6	1	7.0	0.2	1	0.9
O=C1NC(=O)N(Cc2ccccc2Cl)C(=O)/C1=C/N1CCOCC1	4.6	-2.8	-1.6	-44.4	15.1	-5.6	1	3.5	-0.3	1.2	0.8
O=c1c2ccccc2nc(CSc2ncnc3nc[nH]c23)n1-c1ccccc1Cl	10.2*	0.9	3.8	/	8.1	19.1	1.1	-9.0	-0.1	1.1	0.9
O=C(COc1ccccc1)Nc1ccc(Cl)cc1C(=O)c1ccccc1	5.7	-0.5	-18.6	6.1	16.4	39.3	0.9	4.2	0.1	0.9	0.8
CN(C)c1ccc(NC(=O)CN2C(=O)CN=C(c3ccccc3)c3cc(Cl)ccc32)cc1	0.9	-0.9	6.8	/	12.0	33.6	1.2	-2.9	-0.1	0.8	0.9
COc1cc(C(=O)Nc2ccc(Br)cc2C(=O)c2ccccc2Cl)cc(OC)c1OC	4.9	1.8	-17.8	-6.4	12.9	50.9*	0.8	-4.2	-0.2	0.9	0.9
COCCCNC(=O)c1c(NC(=O)c2ccccc2Cl)n(Cc2ccccc2)c2nc3ccccc3nc12	4.0	0.4	-31.7	/	17.9	-3.5	0.8	-9.9	-0.3	0.9	0.8
